# tim23-1 inh = growth inhibitors of tim23-1 mutant yeast; 330,000 compounds, 1.3% hits; S. cerevisiae tim23-1 growth, BacTiter-Glo luminescence, 24 h; inhibition, % at 20 µM;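 active = growth inhibition of the mutant yeast at or above 50%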;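 also: temperature-sensitive mutant grown at 25 °C; plate controls were DMSO-treated mutant yeast for no effect and medium wells lacking yeast for full effect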
# GRIN3A LBD mod = modulators (binders) of human NR3A ligand-binding domain; NR3A LBD differential scanning fluorimetry, Tm shift; 0% = protein alone, 100% = glycine-bound protein; Tm shift relative to glycine control, % at 25 µM; 340,000 compounds, 2.5% hits; AID 1259313;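 active = melting temperature shift of at least 10% of the positive control shift, at one fixed dose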
# MIN6 prolif = inducers of beta-cell replication in MIN6 cells; MIN6 cells proliferation, ATPlite luminescence, 48 h; cells starved in 0.2% serum; 100% = growth in 10% serum; 330,000 compounds, 0.29% hits; proliferation, % at 10 µM;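 active = compounds whose signal lies at least 3.5 SD above the mean of all wells on their plate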;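 also: 0% = DMSO-treated cells in low-serum medium and 100% = 10% serum control; some compounds called inactive have numbers as strong as hits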
# NLRP3 yeast inh = blocks the NALP3 inflammasome reconstituted in yeast; Yeast reconstituted NLRP3/ASC/caspase-1, beta-gal luminescence, 24 h; inhibition, % at 10 µM; 330,000 compounds, 0.39% hits; AID 2825;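 active = inhibition of 50% or more; inactive = inhibition below 50%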;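 also: plate controls were induced DMSO wells for no effect and uninduced yeast grown without galactose for full effect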
# APJ antagonist = blocks the human apelin receptor APJ. P35414. CHO-K1 APJ beta-arrestin complementation, luminescence. inhibition, % at 20 µM. 330,000 compounds, 0.32% hits;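 active = inhibition above about 40% at 20 µM, limit read from the data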;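 also: cells challenged with 10 nM apelin-13 agonist together with compound; plate controls were apelin-13 plus DMSO wells for no effect and DMSO wells lacking apelin-13 for full effect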
# Target sequence (P35414 whole entry, looked up): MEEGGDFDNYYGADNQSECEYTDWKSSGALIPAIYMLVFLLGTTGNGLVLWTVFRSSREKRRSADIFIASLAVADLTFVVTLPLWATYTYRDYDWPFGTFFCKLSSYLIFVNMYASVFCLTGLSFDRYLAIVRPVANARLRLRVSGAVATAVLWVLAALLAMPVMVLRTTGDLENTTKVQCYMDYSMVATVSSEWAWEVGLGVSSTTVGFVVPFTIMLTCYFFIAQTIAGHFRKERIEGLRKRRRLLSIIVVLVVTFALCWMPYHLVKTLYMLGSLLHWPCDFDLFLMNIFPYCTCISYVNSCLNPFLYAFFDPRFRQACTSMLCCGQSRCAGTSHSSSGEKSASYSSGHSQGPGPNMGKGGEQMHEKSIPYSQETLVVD
# TIM10 inh = growth inhibitors of TIM10 yeast strain; inhibition, % at 10 µM; 330,000 compounds, 1.4% hits; S. cerevisiae TIM10 strain growth, BacTiter-Glo luminescence, 24 h; AID 463195;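 active = inhibition of 40% or more at the single tested concentration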;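 also: wild-type TIM10 isogenic control strain grown at permissive 25 °C; 0% = DMSO yeast wells and 100% = minimal medium wells without yeast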
# APJ agonist = APJ receptor agonism; P35414; CHO-K1 APJ PathHunter beta-arrestin, luminescence; 0% DMSO wells, 100% apelin; 330,000 compounds, 0.11% hits; activation, % at 20 µM;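 active = activation more than six SD over the plate average, tested at 20 µM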;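 also: 0% = DMSO alone and 100% = apelin-13 at 10 nM; some results filed as inactive read as strong as hits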
#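 Material: engineered CHO-K1 APJ arrestin reporter cells; amount: 1000 CHO-K1 reporter cells seeded per well; incubation: compound stimulation 90 min at 25 °C, detection 60 min; signal: luminescent beta-gal fragment complementation, chemiluminescent substrate; read-out basis: APJ agonist activity; controls: DMSO-only wells as negative, 10 nM Apelin-13 as positive control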
# tim10-1 inh = growth inhibitors of tim10-1 mutant yeast. S. cerevisiae tim10-1 ts strain growth, BacTiter-Glo, 24 h. inhibition, % at 20 µM. AID 463190. 330,000 compounds, 2.2% hits;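 active = inhibition of at least 40%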;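 also: mutant grown at 25 °C; 0% = DMSO wells with yeast and 100% = wells holding no yeast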
# MPTP inh = blocks calcium-induced mitochondrial swelling; isolated mouse mitochondria, Ca2+ swelling absorbance, 30 min; AID 602449; inhibition, % at 10 µM; 360,000 compounds, 1.4% hits;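 active = inhibition of 50% or more, scaled per plate between neutral and stimulator controls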;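 also: 0% = DMSO wells given calcium and 100% = 1 mM EGTA wells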
# An asterisk follows results filed as active; . = not tested or not shown.
SMILES,tim23-1 inh,GRIN3A LBD mod,MIN6 prolif,NLRP3 yeast inh,APJ antagonist,TIM10 inh,APJ agonist,tim10-1 inh,MPTP inh
CCc1ccc(NC(=O)CSc2nnc(C3CC3)n2CC2CCCO2)cc1 (centres undefined),3,1,-2,5,24,-5,-4,-1,-0.7
Cc1sc(NC(=O)/C=C/c2ccc(C(C)C)cc2)c(C#N)c1C,10,0,-3,9,-21,7,-4,7,4.1
CCOc1ccc(C(=O)NCCc2cnc[nH]2)cc1,2,-1,-1,9,15,-12,-4,1,1.7
CC12CCC(C(=O)Nc3c(Cl)cccc3Cl)(C(Br)C1=O)C2(C)C (centres undefined),17,-3,3,28,-11,-8,5,2,-0.3
Cc1cccc(-c2nc3c(c(SCC(=O)N4CCOCC4)n2)COC(C)(C)C3)c1,9,-2,-3,12,13,-5,0,15,0.9
Cc1ccc(C)c(OCCC(=O)OCC(=O)N2c3ccccc3NC(=O)C2(C)C)c1,19,-1,-2,1,2,6,-3,24,0.3
Cc1ccc(S(=O)(=O)N2CCCCC2)cc1C(=O)OC(C)C(=O)NC1CCCCC1C (centres undefined),18,3,3,7,1,6,4,17,-0.1
CC1CC(C)CN(C2CCCCC2NS(=O)(=O)c2ccc(Cl)cc2)C1 (centres undefined),20,2,-3,-3,9,16,-5,-6,-0.3
COc1ccc(Nc2c3c(nc4ccccc24)CCC3)c(OC)c1,2,-2,-1,22,-4,-8,-5,21,0.4
CCOc1ccccc1N1CCN(C(=O)Nc2cccc(Cl)c2)CC1,14,-7,-1,21,-9,21,0,44*,31
Cc1cccc(NC(=O)COn2nnc3ccc(S(C)(=O)=O)cc32)c1,19,0,-2,0,-6,-3,1,5,-0.9
CCOc1cccc2cc(C(=O)Oc3ccc(OC)cc3)c(=O)oc12,9,1,-3,29,-21,1,3,5,0.9
CCOC(=O)C1Oc2ccccc2C(C(=O)OC)=C1C(=O)OC (centres undefined),30,-1,.,.,.,-10,.,16,0.6
CCOC(=O)c1ccccc1NC(=O)C1CC(=O)N(c2ccccc2)C1 (centres undefined),8,-2,1,-11,22,9,-4,28,0.4
CC(C)(C)CC(=O)Nc1cccc(-c2cn3cccnc3n2)c1,1,-1,0,0,-2,-3,-1,4,2.1
CCCCn1c(N)c(N(CCOC)C(=O)C(C)Oc2ccc(Cl)cc2)c(=O)[nH]c1=O (centres undefined),25,2,-6,-2,-29,1,1,30,-0.8
COc1ccc(C2CC(c3cccs3)=NN2C(=O)CSC2=NN3CCCC(=O)N=C3S2)cc1 (centres undefined),43,-1,0,3,-2,24,-7,41*,-3.0
N#CCOC(=O)c1sccc1-n1cccc1,14,-3,-1,-39,3,-1,-3,13,0.0
CCCn1nc(C(=O)OCc2nc(N)nc(Nc3ccccc3C)n2)c2ccccc2c1=O,26,-1,2,9,10,19,-3,31,-0.1
CCn1c(COc2ccccc2OC)nnc1SCC#N,15,3,-1,3,14,1,0,0,-0.2
O=C(CSc1nncc2ccccc12)Nc1ccc(C(=O)O)cc1,17,0,-4,17,3,10,-2,16,0.5
COc1cc(C(=O)OCC(=O)Nc2ccc3c(c2)OC(F)(F)O3)ccc1OCc1c(C)noc1C,33,5,-4,-3,5,23,-8,28,5.7
CN(C(=O)c1ccc(NC(=O)C2CCCN(C(=O)OC(C)(C)C)C2)cc1)C1CCC1 (centres undefined),5,1,0,-6,8,2,-2,-3,-0.3
CC(C)Cn1c(=O)c2c(nc3n2CC(C)CN3Cc2ccccc2)n(C)c1=O (centres undefined),30,-3,0,16,18,8,1,40*,0.7
Cc1cc(NC(=O)CN2C(=O)c3ccccc3S2(=O)=O)no1,2,-1,0,20,6,-1,3,1,-1.1
COc1ccc(C(=O)NCCS(=O)(=O)N2CCc3ccccc3C2)c(OC)c1,30,-2,8,13,-36,0,0,10,1.0
O=C(COC(=O)CN1C(=O)c2ccccc2C1=O)NC1CCCCC1,4,0,-2,3,14,2,-4,-3,-0.9
COCC(=O)N(Cc1ccccc1)c1ccccn1,11,1,-2,29,-10,6,-2,14,0.9
Cc1cnc(C(=O)OCC(=O)Nc2ccc(Oc3ccccc3)cc2)cn1,2,0,-3,20,-8,-3,0,16,1.9
O=C(NCCCN1CCOCC1)c1cc2c(s1)-c1ccccc1OC2,11,0,-2,12,-5,-2,-3,-11,-1.4
CN(C)S(=O)(=O)N1CCN(c2ccc(Cl)cc2)CC1,18,1,-1,29,-4,2,-1,7,-0.6
CCOC(=O)c1sc(NC(=O)CCC(=O)O)nc1C,0,-1,-3,13,-3,2,0,6,0.3
O=c1ncn(-c2ccccc2F)c2ncccc12,3,2,-3,1,-4,8,-4,5,-1.7
O=C(NCc1ccco1)c1ccc2c(c1)N(Cc1ccccc1)C(=O)CS2=O (centres undefined),1,0,-1,8,14,-10,-2,2,-0.7
CCOc1cccc(NC(=O)Cn2nc(-c3ccc4c(c3)OCCO4)ccc2=O)c1,-11,-3,-3,15,15,1,-4,-13,34
ON(Cc1c(F)cccc1Cl)Cc1c(F)cccc1Cl,23,1,2,13,-14,-11,-8,13,-1.3
CC(C)NC(=O)Cn1cc(C#N)c2cc(Br)ccc21,8,4,0,8,-4,12,-2,3,-1.3
O=C(NC(=O)c1ccccc1)NC1(C(F)(F)F)OCCO1,18,.,-2,-17,1,5,-2,1,.
Cc1ccn2c(NC3CCCC3)c(-c3ccsc3)nc2c1,18,-2,0,-7,12,13,-5,23,1.1
CCCc1cc(Nc2ccccc2)n2ncnc2n1,6,-1,-1,14,-5,6,-5,9,2.7
O=C(NCc1ccc2c(c1)OCO2)C1CCCN1C(=O)Nc1cccc(F)c1 (centres undefined),11,0,-1,9,-15,-9,0,-9,-0.1
COc1cccc(CN(C)C(=O)c2cc(-c3ccc(OC)c(OC)c3)nc3ccccc23)c1,18,1,3,10,-49,7,3,18,0.8
Cc1ccc(OCCN2CCN(C(=O)CCC(=O)Nc3nnc(CC(C)C)s3)CC2)cc1,2,0,0,1,-8,-16,-4,-4,4.0
Cc1cc(NC(=O)COC(=O)CNC(=O)c2cccs2)c([N+](=O)[O-])cc1C,21,0,0,2,6,-3,0,6,0.5
CC(C)CCC(C)NC(=O)c1ccc2nccnc2c1 (centres undefined),18,1,-2,4,7,-5,-1,1,-2.3
CCOCCCNC(=O)c1cc(=O)n(Cc2cccc(C)c2)c2ccccc12,11,-3,-2,0,-5,0,-5,29,-0.8
CNC(=S)N(CCc1c(C)[nH]c2ccc(OC)cc12)Cc1ccco1,15,-3,1,11,4,16,-2,16,-0.6
O=C(CSc1nc2ccccc2[nH]1)N1CCN(c2ccc(F)cc2)CC1,10,2,-2,12,9,3,-1,12,-0.4
CCNC(=O)C(=O)NCC(c1ccc2c(c1)OCO2)N1CCOCC1 (centres undefined),-6,0,1,8,8,-4,1,-11,0.4
COc1cc(/C=N/Nc2ccccn2)ccc1OCC(C)C,4,1,-2,12,10,5,-2,20,2.3
Fc1ccccc1N1CCN(C(c2cccs2)c2nnnn2CCc2ccccc2)CC1 (centres undefined),10,2,-1,24,12,30,-3,7,0.7
O=C(Nc1cccc(Cl)c1)Nc1ccc2nccnc2c1,14,35*,0,6,-11,6,2,-5,12
CS(=O)(=O)N(CC(=O)NCCC1=CCCCC1)c1cccc([N+](=O)[O-])c1,25,0,-1,17,-9,7,-1,-12,-1.6
CC(C)(C)OC(=O)N1CCC(c2cc(=O)n3[nH]cc(C(=O)Nc4ccc(F)c(Cl)c4)c3n2)CC1,13,0,-4,5,6,12,-1,7,49
COc1ccc(CNC(=O)C2Cc3ccccc3CN2C(=O)c2ccco2)cc1 (centres undefined),2,-4,-2,10,-5,8,-2,1,0.1
COC(=O)c1cc(OC)c(OC)cc1NC(=O)c1cc(-c2ccccc2)nc2ccccc12,-8,2,-3,0,14,4,-6,2,-1.6
CCOc1ccc(/C=N/NC(=O)CC(=O)NCc2ccccc2)cc1,2,4,-1,7,12,9,-2,-9,-0.1
NS(=O)(=O)c1ccc(NC(=O)C2Cc3ccccc3CN2C(=O)c2ccco2)cc1 (centres undefined),-17,-2,-1,6,3,-9,0,-11,0.8
Cc1cccc(NC(=O)c2ccc(C3SCC(=O)N3CCc3ccccc3)cc2)c1 (centres undefined),17,-19,-4,-3,-14,17,0,17,5.4
Cc1cc(COc2ccccc2OCCN2CCN(C)CC2)no1,2,0,-3,3,14,0,-4,1,1.5

# Next structures follow.
SMILES,tim23-1 inh,GRIN3A LBD mod,MIN6 prolif,NLRP3 yeast inh,APJ antagonist,TIM10 inh,APJ agonist,tim10-1 inh,MPTP inh
C[C@]12C(=O)N(c3ccc(C(F)(F)F)cc3)C(=O)N1[C@@H]1c3ccccc3OC[C@@H]1[C@H]2c1ccccc1,24,-1,-3,-3,5,11,2,19,1.8
COc1ccc(C(=O)NCCS(=O)(=O)NCC2CCCO2)cc1 (centres undefined),1,-1,1,16,3,-2,-4,11,0.3
CC1C(=O)N2CCCc3cc(S(=O)(=O)Nc4ccccc4C(N)=O)cc1c32 (centres undefined),5,0,2,1,-17,15,-3,-1,-1.8
COCCCn1c(-c2cccs2)nc2nc3ccccc3nc21,7,2,7,22,22,7,0,5,-0.3
COc1cccc(N2C(=O)N(c3ccccc3)C3CS(=O)(=O)CC32)c1 (centres undefined),19,-42,0,-1,19,4,1,9,-1.0
CO[C@H]1[C@@H]2C=CO[C@@H](O[C@H]3O[C@@H](CO)[C@H](O)[C@@H](O)[C@@H]3O)[C@@H]2[C@@]2(CO)O[C@@H]12,8,1,2,6,-2,3,-1,-3,-0.4
O=C(Nc1ccccc1)C1CCOC1=O (centres undefined),13,-1,-1,18,-12,6,2,0,1.1
O=C(COC(=O)c1ccc(S(=O)(=O)NCc2ccco2)cc1)NCCC1=CCCCC1,-2,-3,0,-10,-11,5,0,7,0.3
COc1cc(S(=O)(=O)N2CCN3CCCC3C2)ccc1-n1cnnn1 (centres undefined),2,0,-1,0,15,12,-3,12,-0.5
Cn1ncc2c(Nc3ccc(Cl)cc3)ncnc21,23,0,-1,24,20,-6,5,29,0.7
O=C(N[C@@H](Cc1ccccc1)C(=O)N1CCC2(CC1)NCCc1[nH]cnc12)c1cccc(Br)c1,3,1,-1,0,16,-3,0,4,-0.6
O=C(C[n+]1cc(-c2ccc(Br)cc2)n2c1CCCCC2)c1ccccc1,9,-2,-6,12,-7,13,1,24,1.8
O=C(O)CCn1c(C2CCCCC2)nc2ccccc21,0,0,-2,7,13,-7,-1,-4,-0.4
CCn1c(SCC(=O)Nc2ccc(OC)c(OC)c2)nnc1-c1cnccn1,-1,-2,-1,3,-4,0,-4,3,-1.4
COc1cc(/C=C/C(=O)Nc2nnc(C(C)(C)C)s2)cc(OC)c1OC,15,-1,0,-6,4,23,0,25,-1.0

# Given with values under each structure: 4 of the compounds above
# Each structure is followed by: tim23-1 inh, GRIN3A LBD mod, MIN6 prolif, NLRP3 yeast inh, APJ antagonist, TIM10 inh, APJ agonist, tim10-1 inh, MPTP inh
CO[C@H]1[C@@H]2C=CO[C@@H](O[C@H]3O[C@@H](CO)[C@H](O)[C@@H](O)[C@@H]3O)[C@@H]2[C@@]2(CO)O[C@@H]12
    8, 1, 2, 6, -2, 3, -1, -3, -0.4
O=C(Nc1ccccc1)C1CCOC1=O (centres undefined)
    13, -1, -1, 18, -12, 6, 2, 0, 1.1
O=C(COC(=O)c1ccc(S(=O)(=O)NCc2ccco2)cc1)NCCC1=CCCCC1
    -2, -3, 0, -10, -11, 5, 0, 7, 0.3
COc1cc(S(=O)(=O)N2CCN3CCCC3C2)ccc1-n1cnnn1 (centres undefined)
    2, 0, -1, 0, 15, 12, -3, 12, -0.5

# From PubChem
